Pyk2 oligo antag – antagonists of human Pyk2 oligomerization. Q14289. Q293 cells, Pyk2 FERM NanoBiT luminescence; hits give low values. z-score (the deposit names both 25 µM and 10 µM). actives 0.83% (n = 99,000). AID 1347419;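 active = Z-score of -3 or lower, scaled per plate to the spread of control and sample wells; inactive = z-score above -3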;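 note: negative z-score means lost luminescence so less FERM oligomerization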
Smad3 FoxH1 inh – Smad3 (human) transcription factor binding inhibition; P84022; TR-FRET Smad3/Dy647-FoxH1 peptide binding, europium anti-His; inhibition, % at 25 µM; actives 0.29% (n = 88,000); AID 630;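 active = compounds that reduce the energy-transfer binding signal between the protein and its labelled peptide by more than half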;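 note: 0% = Smad3 plus labelled peptide maximal FRET and 100% = peptide-only background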
Target sequence (P84022 whole entry, looked up): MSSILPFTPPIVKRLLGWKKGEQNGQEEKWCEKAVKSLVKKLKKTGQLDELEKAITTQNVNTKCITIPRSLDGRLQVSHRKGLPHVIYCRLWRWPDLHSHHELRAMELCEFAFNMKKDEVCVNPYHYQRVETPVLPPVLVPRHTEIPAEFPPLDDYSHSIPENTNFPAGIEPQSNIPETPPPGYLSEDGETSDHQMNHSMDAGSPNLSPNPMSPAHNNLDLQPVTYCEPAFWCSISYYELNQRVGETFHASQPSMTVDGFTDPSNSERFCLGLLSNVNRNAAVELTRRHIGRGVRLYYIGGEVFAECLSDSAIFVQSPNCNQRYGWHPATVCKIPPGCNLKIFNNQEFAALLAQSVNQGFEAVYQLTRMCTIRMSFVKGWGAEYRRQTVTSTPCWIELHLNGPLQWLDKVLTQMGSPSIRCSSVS
cytoskel mod – cytoskeleton assembly modification. HUVEC TNFa F-actin phalloidin imaging, high content. inhibition, % at 2 µM. actives 0.18% (n = 91,000). AID 836;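 active = inhibition above the batch mean plus 3 SD and confirmed as a hit by visual image inspection, cut at about 30% in these data, passing the limit was not always enough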; note: strong numbers were not always called active
HUVEC tox TNFa – toxic to HUVEC cells under TNF alpha stimulation; HUVEC TNFalpha-stimulated, Hoechst cell count, imaging; cell count reduction, % at 2 µM; actives 0.17% (n = 93,000);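 active = cell count reduction exceeding the screen mean by over 5 SD, scaled to untreated wells per plate, cut at about 78% in these data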;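 note: cells counted after 24 h of TNF alpha exposure following the 1 h pretreatment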
HUVEC prolif 384 – inhibitors of human endothelial cell proliferation. HUVEC proliferation, CellTiter-Glo luminescence, 72 h; hits give low values. viability, % at 10 µM (by protocol). actives 1.1% (n = 86,000);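 active = viability at or below 30%; inactive = viability above 30%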;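 note: 100% = median luminescence of DMSO-only cell control wells on each plate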
Fibroblast inh – blocks proliferation of human lung fibroblasts; AID 719; viability, % at 10 µM; actives 1.1% (n = 85,000); LL 47 human lung fibroblast viability, ATP luminescence; hits give low values;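 active = viability at or below 50% in the single dose screen; inactive = viability above 50%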;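 note: compound exposure lasted 72 h before the ATP readout; 100% = median luminescence of untreated cell-only wells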
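Assay system: human lung fibroblast line LL 47, low passage. Input: 1,150 fibroblasts seeded per well. Times: overnight cell rest, 72 h compound treatment at 37 °C. Evaluation: % viability of median cell-only signal. Technique: luminescent ATP detection, CellTiter-Glo. Control set: cell-only wells, no compound.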
HUVEC tox IL1B – HUVEC cytotoxicity counter-screen, IL-1B stimulated. cell count reduction, % at 2 µM. actives 0.41% (n = 94,000). HUVEC cell count loss, Hoechst imaging. AID 845;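 active = cell count reduction more than 3 SD above the screen-wide mean, cut at about 70% in these data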;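 note: normalized per plate to untreated control cells as the no-loss baseline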
H69AR inhibit – blocks growth of human H69AR lung tumor cells | H69AR lung tumor viability, ATP luminescence, 72 h; hits give low values | viability, % at 10 µM | actives 6% (n = 85,000);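 active = viability at or below 40%; inactive = viability above 40%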;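 note: multidrug resistant small cell line overexpressing MRP-1 efflux transporter; 100% = mean luminescence of untreated control wells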
VCAM1 TNFa inh – reduces TNF alpha induced VCAM1 expression in HUVEC; HUVEC TNFa-induced VCAM-1 immunofluorescence, high-content imaging; actives 0.48% (n = 95,000); AID 802; inhibition, % at 2 µM;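 active = inhibition above the batch mean plus 3 SD, with images confirmed as a hit by eye, cut at about 37% in these data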;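 note: 0% = TNF-stimulated DMSO wells and 100% = unstimulated control wells; not every result past the cut was called active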
Numbers without * were called inactive; . = not tested or not shown; [ ] = dose if it differs, or a comment. An excerpt; count on the stated rates, not on these rows.

A first look:
SMILES	Pyk2 oligo antag	Smad3 FoxH1 inh	cytoskel mod	HUVEC tox TNFa	HUVEC prolif 384	Fibroblast inh	HUVEC tox IL1B	H69AR inhibit	VCAM1 TNFa inh
CCc1nnc(NC(=O)C(C)N2C(=O)C3C4C=CC(C4)C3C2=O)s1 (stereo not drawn)	0.89	-8	14	-25	101	103	-22	112	2
CCCCCn1c(CN2CCN(CCO)CC2)nc2c1c(=O)n(C)c(=O)n2C	.	13	-2	-20	98	96	-27	75	13
CCCc1[nH][nH]c(=O)c1C(c1ccccc1)C(C#N)C#N (stereo not drawn)	0.85	-4	9	-13	90	96	-9	90	-10

All compounds of this part, from the first entry:
SMILES	Pyk2 oligo antag	Smad3 FoxH1 inh	cytoskel mod	HUVEC tox TNFa	HUVEC prolif 384	Fibroblast inh	HUVEC tox IL1B	H69AR inhibit	VCAM1 TNFa inh
CCc1nnc(NC(=O)C(C)N2C(=O)C3C4C=CC(C4)C3C2=O)s1 (stereo not drawn)	0.89	-8	14	-25	101	103	-22	112	2
CCCCCn1c(CN2CCN(CCO)CC2)nc2c1c(=O)n(C)c(=O)n2C	.	13	-2	-20	98	96	-27	75	13
CCCc1[nH][nH]c(=O)c1C(c1ccccc1)C(C#N)C#N (stereo not drawn)	0.85	-4	9	-13	90	96	-9	90	-10
O=C(COc1ccc(Br)cc1CO)Nc1ccc(F)cc1	-0.82	-4[fluorescence artefact?]	-5	-12	79	106	-10	103	1
Cc1cccc(Oc2ccc(C(=O)NC3CCSC3=O)cn2)c1C (stereo not drawn)	0.92	.	11	-15	.	.	-16	.	-15
CC(=O)N1CCc2cc(S(=O)(=O)N3c4ccccc4CC3C)ccc21 (stereo not drawn)	-0.73	-3	1	4	59	58	.	20*	13
COc1ccc(CCNC(=O)C2CCN(c3nn4c(=O)cc(C)nc4s3)CC2)cc1OC	-0.04	-16	.	.	102	102	.	104	.
COc1ccc(-n2c(C)nc(=O)c(-c3ccccc3)c2C)cc1	0.49	-8	38	-27	84	91	-14	105	-6
CSc1nc2ccc(S(=O)(=O)N3CCOCC3)cc2s1	-0.25	4	-4	3	86	87	-33	77	3
Cc1ccc(-c2noc(-c3ccccc3C(=O)N3CCCC3)n2)cc1	-0.95	9	-26	56	112	100	7	52	41
CC#CCNCc1ccccc1	0.29	-16	.	-5	105	99	-4	95	-13
Clc1cc(NCc2cccs2)ccc1N1CCOCC1	-1.3	16	-5	48	108	97	-18	99	7
O=C(CC1NC(=O)NC1=O)Nc1ccccc1 (stereo not drawn)	-0.51	12[fluorescence artefact?]	-5	-36	101	98	0	93	6
O=C1CN(C(=O)CCN2CCOCC2)C(c2ccccc2)c2cc(Br)ccc2N1 (stereo not drawn)	0.09	-6	34	-33	87	104	2	93	-12
CCCS/C(N)=N/N=C/c1ccccc1O	-0.64	-3	-7	-8	93	100	-6	52	4
CCN=C(NCC)SC1CC(=O)N(c2cccc(OC)c2)C1=O (stereo not drawn)	-0.92	-8	.	.	95	99	.	94	.
COc1cc2c(cc1OC)C1=C(C#N)CN(CC(=O)O)CN1CC2	.	-6	.	.	102	107	.	85	.
Cc1cccc(N(CC(=O)N2CCOCC2)S(C)(=O)=O)c1	-0.37	-7	4	-5	99	103	-61	98	-3
CCSc1nnc([C@@H]2CCCN2C(=O)OC(C)(C)C)o1	0.86	-12	-3	-4	87	94	24	102	-1
Fc1cccc(Cl)c1-c1nnc2ccc(N3CCOCC3)nn12	-0.89	3	-1	-7	77	81	-43	59	13
O=C(NCC1CC1)C1CCCN(S(=O)(=O)c2ccc(-n3cnnn3)cc2)C1 (stereo not drawn)	0.52	9	37	-1	101	86	13	90	9
C=CCSc1nnc(NC(=O)CSc2nnc(C)s2)s1	1.7	-3	-16	-6	109	99	10	95	-5
CCOC(=O)C1=C(CSc2nnnn2C)N(C)C(=O)NC1c1ccccc1 (stereo not drawn)	0.4	3	.	-6	105	94	-4	93	-8
CCOc1ccc(C2CC(c3cccc(Cl)c3)n3nc(N)nc3N2)cc1 (stereo not drawn)	.	5	.	.	106	94	.	96	.
COc1ccccc1C(=O)CSc1n[nH]c(N)n1	0.57	9	-5	-10	82	96	-2	75	13
CC(C)Oc1ccc(C2c3c(oc4ccccc4c3=O)C(=O)N2CCCN2CCOCC2)cc1 (stereo not drawn)	0.24	11	-8	-3	110	95	17	82	-3
CCN(CC)c1ccc(C2N(C(=O)N3CCOCC3)CCN2S(=O)(=O)c2ccc(C)cc2)cc1 (stereo not drawn)	0.2	4	2	-17	97	102	-45	97	3
O=C1NN(c2ccccc2)C(=O)C2C3C=CC(C4CC34)C12 (stereo not drawn)	2.2	.	-8	1	.	.	-13	.	11
Cc1cc(Cl)c(S(=O)(=O)N/N=C/c2ccc3c(c2)OCO3)c(Cl)c1	0.74	.	-10	-8	.	.	10	.	-1
O=C(NCc1cccnc1)c1ccc(Cl)c(Cl)c1	-0.42	-4	-7	-15	95	91	0	86	20
CCOC(=O)C(=O)/C(C#N)=C/Nc1ccccc1	0.38	3	9	4	94	103	.	99	-8
CCOC(=O)Cn1c(=O)oc2cc(S(=O)(=O)Nc3ccc(N(CC)CC)cc3C)ccc21	.	-6	11	-11	2.4*	6.0*	-22	94	-2
N#C/C(=C/c1ccc(Cl)cc1)NC(=O)c1ccccc1	-0.85	.	-6	-24	.	.	2	.	6
O=C(Nc1ccc(Br)cc1)C1CCCN1S(=O)(=O)c1cccs1 (stereo not drawn)	-0.5	0	12	-81	84	93	12	90	-12
COC(=O)c1ccccc1NC(=O)CSc1nnc(C(C)NC(=O)c2ccc(Cl)cc2Cl)n1C (stereo not drawn)	0.23	-9	11	4	105	114	-5	92	-4
CCNC(=O)CSc1nc2cc(OC)c(OC)cc2c(=O)n1CCC1=CCCCC1	.	7	.	.	83	77	.	69	.
CCC(C)(C)NCC(=O)Nc1ccc(OC(F)(F)F)cc1	-0.04	.	3	3	.	.	8	.	8
CCOC(=O)C1CCCN(Cc2nc(N)nc(Nc3ccc(OC)cc3)n2)C1 (stereo not drawn)	0.78	4	9	-14	106	100	-17	91	10
CCCS(=O)(=O)N1CCCC(C(=O)NCCCOC(C)C)C1 (stereo not drawn)	0.31	2	-4	0	103	104	-25	94	11
Cc1nc(SCC(=O)c2cccc([N+](=O)[O-])c2)n[nH]1	0.33	.	32	-20	.	.	-10	.	5
O=C(CSc1nc2ccccc2c(=O)n1Cc1ccccc1)NCc1ccco1	-0.57	-6	2	4	81	92	3	76	-1
COc1cccc(Nc2cc(N3CCOCC3)c3nonc3c2[N+](=O)[O-])c1	-1.4	.	7	-14	.	.	-20	.	8
Cc1nnc(NC(=O)c2ccccc2F)s1	1.5	4	-10	-1	99	112	12	102	12
CC1CCc2nn(CC(=O)NC3CCCC(C)C3C)cc2C1 (stereo not drawn)	.	-6	.	.	98	92	.	97	.
Cc1cc(C)cc(SCc2noc(C(=O)NC(C)C)c2C(=O)O)c1	.	.	-30	-8	.	.	-3	.	1
CC(C)CC(NC(=O)c1ccco1)C(=O)Nc1ccc2c(c1)OCCO2 (stereo not drawn)	.	0	0	-22	103	92	-18	102	11
CC(C)CNC(=S)NNC(=O)c1csc2c1CCC(C)C2 (stereo not drawn)	0.55	.	-11	-3	.	.	-5	.	8
CCC(=O)Nc1ccc(NC(=O)CSc2nnc(C(C)C)n2C)cc1	-0.38	7	-15	-7	100	97	-18	105	-3
CC(C)(C)C(=O)Nc1nnc(CSCc2ccccc2F)s1	-1.5	19	6	-13	111	102	-4	106	-3
O=C(Nc1ccccc1)N1CCC(c2ccccc2)C1 (stereo not drawn)	0.34	5[fluorescence artefact?]	65*	-16	100	108	14	82	7
O=C(NCCCN1CCN(c2cccc(Cl)c2)CC1)c1cccc(N2CCCC2=O)c1	1.2	-4	-11	1	81	97	-19	87	19
COc1cc(NC(=O)C2CC2)c(C(=O)O)cc1OC	-0.16	4	-3	0	105	102	2	97	3
O=C(COC(=O)c1cccs1)c1ccc2ccccc2c1	-0.7	-2	-9	-2	97	99	20	90	-1
OCc1ccccc1N=c1ssnc1Cl	.	5	1	-16	96	97	5	60	22
Cc1cccc2cc(CN(Cc3ccc(F)cc3)C(=O)N3CCOCC3)c(=O)[nH]c12	-0.67	-5	-4	0	97	98	-13	92	12
COc1ccccc1OCC(=O)NCCc1nc2ccccc2[nH]1	0.58	1	-25	-22	98	96	23	77	-6
Cc1ccc(C(CC(=O)N2CCCC2)c2ccccc2)c(O)c1C (stereo not drawn)	0.53	3	-39	10	98	96	-8	88	2
CCOC(=O)c1oc2ccccc2c1NC(=O)COc1ccc(F)cc1	-0.46	3	2	-38	63	63	8	47	-5
O=C(NCc1ccco1)c1ccc2c(c1)C(=O)N(C1CCCCC1)C2=O	-0.87	11	-5	16	88	99	9	89	6
COc1cccc(C2=NOC(C(=O)Nc3cccc(C(C)=O)c3)C2)c1 (stereo not drawn)	0.58	3	35	-29	105	96	-1	84	4

Record cards, as listed above:
CC#CCNCc1ccccc1 is listed as Pyk2 oligo antag: 0.29; Smad3 FoxH1 inh: -16; cytoskel mod: .; HUVEC tox TNFa: -5; HUVEC prolif 384: 105; Fibroblast inh: 99; HUVEC tox IL1B: -4; H69AR inhibit: 95; VCAM1 TNFa inh: -13
OCc1ccccc1N=c1ssnc1Cl is listed as Pyk2 oligo antag: .; Smad3 FoxH1 inh: 5; cytoskel mod: 1; HUVEC tox TNFa: -16; HUVEC prolif 384: 96; Fibroblast inh: 97; HUVEC tox IL1B: 5; H69AR inhibit: 60; VCAM1 TNFa inh: 22

Following part:
SMILES	Pyk2 oligo antag	Smad3 FoxH1 inh	cytoskel mod	HUVEC tox TNFa	HUVEC prolif 384	Fibroblast inh	HUVEC tox IL1B	H69AR inhibit	VCAM1 TNFa inh
O=C(CSCc1ccc(F)cc1)NC1CCCC1	2.1	0	-10	-11	93	101	29	92	-22
O=C(CSc1nnc(CN2CCOCC2)n1-c1ccc(Cl)cc1)Nc1ccc2c(c1)OCO2	-0.14	-3[fluorescence artefact?]	28	-42	100	93	14	90	-8
CCS(=O)(=O)c1nc2ccccc2n1Cc1ccccc1Cl	.	0	14	-5	101	93	-31	99	14
COc1ccccc1Nc1nc(N)nc(CSCCO)n1	0.22	8	-4	4	89	.	1	86	-7
CCOC(=O)Cn1c2c(c(=N)c3c1CCC3)CCC2	-0.41	-5	36	-14	95	96	0	96	0
Cc1c(C(=O)O)sc2ncnc(N3CCCCC3C)c12 (stereo not drawn)	0.48	13	5	-17	104	108	-9	80	4
Cc1cc(NC(=O)CSc2ccc3nnc(-c4ccc(F)cc4)n3n2)no1	0.83	-5	34	-14	99	99	-3	97	8
CCCCN(C)CCNC(=O)Cn1c(=O)sc2ccccc21	.	0	-10	-15	102	100	4	95	6
O=C(c1cccc(C(=O)N2CCN(c3ccc(F)cc3)CC2)c1)N1CCN(c2ccc(F)cc2)CC1	-0.38	5	.	.	92	97	.	70	.
COc1cccc(-c2nc(-c3ccccc3)no2)c1	0.07	16[fluorescence artefact?]	.	.	97	93	2	66	.
O=C(NCC1CCCO1)C1CCN(S(=O)(=O)Cc2ccccc2)CC1 (stereo not drawn)	0.23	1	-40	-4	96	104	-2	102	4
CCOC(=O)c1c(C)n(C)c2ccc(OC)c(NC(=O)CN3CCC4(CC3)OCCO4)c12	0.92	16	-14	-6	88	104	13	80	10
COc1ccc2cc(S(=O)(=O)N3CCN(C)CC3)ccc2c1	0.92	0	-8	-11	95	94	12	84	19
O=C(NC1CCCCC1)N(Cc1ccc(F)cc1)Cc1nc2ccccc2c(=O)[nH]1	-1.1	7	-11	-30	88	91	-18	76	20
Cc1nn(Cc2ccc(Cl)cc2)c2sc(C(=O)OCC(N)=O)cc12	-0.72	4	-12	52	98	98	18	86	15
Cc1ccc(-c2nc3ncccn3c2NC2CCCC2)o1	0.66	-10	4	-7	100	93	-22	62	10

Assay outcomes (PubChem BioAssay)
